Mac1 fbg enh – CD11b/CD18-fibrinogen binding enhancement; P05107+P11215; K562 CD11b/CD18 adhesion to fibrinogen, ATPlite luminescence; activation, % at 10 µM; 0.07% of 93,000 active; AID 1499;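 active = 10 µM primary screen giving 50% or more activity, confirmed by 40% or more on retest at that dose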; also: strong numbers were not always called active; reference of the scale not given here
Target sequence (P05107 whole entry, looked up, other chains not shown): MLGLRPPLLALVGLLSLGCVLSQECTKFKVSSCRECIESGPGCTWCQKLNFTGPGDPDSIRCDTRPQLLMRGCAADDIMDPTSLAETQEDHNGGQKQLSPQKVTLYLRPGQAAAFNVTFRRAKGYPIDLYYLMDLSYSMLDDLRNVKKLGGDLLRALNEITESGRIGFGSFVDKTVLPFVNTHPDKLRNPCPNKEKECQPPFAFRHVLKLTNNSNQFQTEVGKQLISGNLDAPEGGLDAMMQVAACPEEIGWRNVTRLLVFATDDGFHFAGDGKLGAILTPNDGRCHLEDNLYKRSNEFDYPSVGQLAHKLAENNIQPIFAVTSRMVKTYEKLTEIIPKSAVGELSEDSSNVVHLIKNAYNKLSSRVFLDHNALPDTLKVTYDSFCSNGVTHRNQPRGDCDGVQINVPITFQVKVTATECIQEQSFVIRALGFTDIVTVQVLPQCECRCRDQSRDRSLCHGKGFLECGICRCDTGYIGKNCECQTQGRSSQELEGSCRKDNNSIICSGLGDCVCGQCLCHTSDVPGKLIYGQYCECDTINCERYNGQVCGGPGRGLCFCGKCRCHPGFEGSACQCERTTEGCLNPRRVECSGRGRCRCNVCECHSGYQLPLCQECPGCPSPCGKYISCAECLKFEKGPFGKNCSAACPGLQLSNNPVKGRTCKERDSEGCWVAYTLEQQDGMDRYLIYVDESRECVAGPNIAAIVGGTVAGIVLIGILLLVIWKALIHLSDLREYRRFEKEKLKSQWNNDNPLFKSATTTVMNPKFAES
The depositor's hits bear a star. These rows are one share of the data. The share of hits here may be higher or lower than overall.

SMILES	Mac1 fbg enh
Fc1ccc2c(c1)C(c1ccc(N3CCOCC3)cc1)=NNC(c1cccs1)=N2	0.1
Cc1cc(C)cc(NC(=O)C2CCCN2/C=C/C(=O)C(F)(F)F)c1 (configuration not stated)	0.3
CCOC(=O)c1c(C)nc2c(c1-c1cc(OC)ccc1OC)C(=O)c1ccccc1-2	3.7
O=C(CCn1nc(-c2ccc(Cl)cc2)ccc1=O)NCc1cccnc1	-0.4
Cc1nc2cc(N3CCCCC3)c(NC(=O)c3ccncc3)cc2c(=O)n1Cc1ccc(Cl)cc1	-1.7
Cc1ccc2c3c(cccc13)-c1ccccc1C2=O	4.2
C/C(=N\NC(=O)C1CCCN(S(=O)(=O)c2ccccc2)C1)c1ccncc1 (configuration not stated)	-1.0
CCOC(=O)c1c(C)[nH]c(C(=O)COC(=O)CNC(=O)c2ccccc2Cl)c1C	-2.8
CCc1cccc(CC)c1NC(=O)COC(=O)c1ccc2c(c1)S(=O)(=O)c1ccccc1C2=O	0.5
COc1ccc2c(-c3ccccc3)cc(SCC(=O)NC3CCS(=O)(=O)C3)nc2c1 (configuration not stated)	1.8
Cc1cc(C)c(C)c(/C=C(/C#N)C(N)=S)c1C	2.0
O=C(COC(=O)c1cccc2ccccc12)NCCCc1ccccc1	-7.7
Cc1sc(N/N=C/C=C/c2ccccc2)nc1-c1ccccc1	24.1
Clc1ccc(COn2c(-c3ccccc3)nc3ccccc32)cc1	1.7
Cc1[nH]n(-c2cccc3ccccc23)c(=O)c1C=Nc1ccc2[nH]c(=O)[nH]c2c1	50.7
CC(C)NC(=O)/C(C#N)=C/c1ccc2c(c1)OCCO2	7.4
COc1cc(C(=O)NC(c2ccccc2)c2ccccc2)cc(Cl)c1OC	-3.9
Cc1ccc(C(=O)NC(=S)NCC(=O)c2ccccc2)cc1	-2.2
CCCNC(=O)NC(=O)CSc1nc2cc(C(=O)OC)ccc2c(=O)n1-c1ccccc1	1.7
Cc1ccc(-c2nnc(C)c(N3CCOCC3)n2)cc1	-1.1
COc1ccc(OCCNc2cc(Cl)ccc2[N+](=O)[O-])cc1	2.5
O=C(Cc1c(Cl)cccc1Cl)OCC(=O)N1CCc2ccccc2C1	6.5
CCN1C(=O)/C(=C\c2ccc3c(c2)OCO3)C(C(=O)OC)=C1C	6.0
CN(C)C(=O)c1cc(Cl)ccc1Sc1cc(Cl)ccc1Cl	-1.2
CC(C)Sc1nnc(CNC(=O)C23CC4CC(CC(C4)C2)C3)n1Cc1ccccc1	13.5
CC1Cc2ccccc2N1C(=O)CO/N=C/c1ccccc1OC(F)F (configuration not stated)	-0.6
COc1cc(NC(=O)C2=C(N3CCOCC3)/C(=C/c3ccc(Cl)cc3)CC2)cc(OC)c1OC	15.7
CCc1cccc(C)c1NC(=O)C1CN(S(=O)(=O)c2ccccc2)CCN1S(=O)(=O)c1ccccc1 (configuration not stated)	2.9
COc1ccc(C(C)(C)C)cc1NC(=S)NCCN1CCOCC1	2.0
O=C(O)CCCCCn1c(O)c(C=C2N=c3ccccc3=N2)sc1=S	-0.5
Cc1ccccc1N/N=C1\CCCNC1=O	-0.5
CCC(=O)c1c[nH]c(C(=O)NCCc2ccccn2)c1	-1.2
CCCc1nnc(NC(=O)CCC(=O)NC2CCCc3ccccc32)s1 (configuration not stated)	-1.8
CC(C)C(C)NC(=O)COc1ccc(Sc2ccc(OCC(=O)NC(C)C(C)C)cc2)cc1 (configuration not stated)	-7.1
CCN1C(=O)/C(=C/C=C2\C=CN(CC)c3ccccc32)SC1=S	57.2
Cn1cc(-c2nnnn2-c2cccc(C(F)(F)F)c2)c(C(F)(F)F)n1	-2.4
CC(Oc1ccc(-c2nccc(-c3ccccn3)n2)cc1)C(=O)NN (configuration not stated)	-7.6
CCOC(=O)/C(C#N)=C/c1cn(CCC(=O)O)nc1-c1ccc(Cl)cc1	4.7
O=C(COC(=O)c1nc(-c2ccccc2)n(-c2cccc(C(F)(F)F)c2)n1)NCc1cccs1	1.6
O=C(Cc1ccccc1)NCC(=O)OCC(=O)c1cccc([N+](=O)[O-])c1	7.3
NC(=O)COC(=O)CN1C(=O)C2CCCCC2C1=O (configuration not stated)	4.4
CCC(=O)c1ccc(OCC(O)CNC(C)c2ccccc2)cc1 (configuration not stated)	5.7
COC(=O)c1cc(C(=O)Nc2ccc(C)cn2)cc([N+](=O)[O-])c1	0.3
CC(=O)NC(=S)Nc1ccc(NC(=O)c2cccs2)cc1	3.9
O=C(Nc1cccc(-c2cn3ccccc3n2)c1)c1cccc(Cl)c1	2.0
CCNc1nc(CSc2ccccc2)nc2sc(C)c(C)c12	0.4
C=CCOc1ccc(C2C(C#N)=C(N)N(Nc3ccccc3)C3=C2C(=O)CC(C)(C)C3)cc1OC (configuration not stated)	4.3
COc1ccccc1OCCOC(=O)Nc1ccccc1	-1.4

The list goes on; the last four above are carried over.
SMILES	Mac1 fbg enh
O=C(Nc1cccc(-c2cn3ccccc3n2)c1)c1cccc(Cl)c1	2.0
CCNc1nc(CSc2ccccc2)nc2sc(C)c(C)c12	0.4
C=CCOc1ccc(C2C(C#N)=C(N)N(Nc3ccccc3)C3=C2C(=O)CC(C)(C)C3)cc1OC (configuration not stated)	4.3
COc1ccccc1OCCOC(=O)Nc1ccccc1	-1.4
COc1cc(NS(=O)(=O)c2ccc(N/C=C(\C=O)c3nc4ccccc4o3)cc2)nc(OC)n1	0.0
O=C(/C=C/c1c(Cl)cccc1Cl)N1CCN(c2ncccn2)CC1	-4.2
Cc1ccc(NC(=O)CSc2ccc3nnc(CCNC(=O)c4ccccc4)n3n2)c(C)c1	7.5
Clc1ccccc1-c1nc2ccccc2c2nc3ccccc3n12	1.0
CCCOc1ccc(C(=O)NCC(c2ccco2)N(C)C)cc1 (configuration not stated)	1.9
O=C(N/N=C/c1cn(-c2ccccc2)nc1-c1ccccc1)c1ccco1	7.4
COc1ccc(Cl)cc1NC(=O)C(C)N(C)Cc1ccc(C(F)(F)F)cc1 (configuration not stated)	-1.7
CCCNC(=O)c1ccc2nc(-c3ccccc3)c(-c3ccccc3)nc2c1	-3.5
COc1ccc(-c2cc(C(=O)N/N=C/c3ccc4c(c3)OCO4)c3ccccc3n2)c(OC)c1	-4.5
N/C(=N\N=C\c1ccnc2ccccc12)SC1CC(=O)N(c2ccc(Br)cc2)C1=O (configuration not stated)	146.4
CCn1c(CNC(=O)COc2ccc(C(C)C)cc2)nnc1SCC(=O)Nc1ccc(F)cc1	-1.7
CC(=O)Nc1sc(N/N=C\c2ccccc2F)nc1-c1cccs1	50.7

Fetched by compound from above:
SMILES	Mac1 fbg enh
COc1ccc(-c2cc(C(=O)N/N=C/c3ccc4c(c3)OCO4)c3ccccc3n2)c(OC)c1	-4.5
CC(=O)Nc1sc(N/N=C\c2ccccc2F)nc1-c1cccs1	50.7
O=C(/C=C/c1c(Cl)cccc1Cl)N1CCN(c2ncccn2)CC1	-4.2

Some of the entries so far, field by field:
> O=C(N/N=C/c1cn(-c2ccccc2)nc1-c1ccccc1)c1ccco1
- Mac1 fbg enh: 7.4

> COc1ccc(Cl)cc1NC(=O)C(C)N(C)Cc1ccc(C(F)(F)F)cc1 (configuration not stated)
- Mac1 fbg enh: -1.7

(continued)
SMILES	Mac1 fbg enh
COc1ccc(/C=N/Nc2nc3ccccc3c(=O)[nH]2)cc1	-5.4
COc1ccc2c(c1OC)C(=O)OC2Nc1nc(-c2ccccc2)cs1 (configuration not stated)	0.1
COc1cc(/C=C(\C#N)c2nc3ccccc3[nH]2)c([N+](=O)[O-])cc1OCc1ccccc1	31.0
COc1ccccc1NC(=O)c1ccc(NC(=O)COC(=O)CCC2CCCC2)cc1	1.8
O=C(NC1CCCCC1)C(c1ccc2ncccc2c1)N(Cc1ccc(F)cc1)C(=O)c1cccs1 (configuration not stated)	3.1
O=C(NCCN1C(=O)S/C(=C\c2ccccc2)C1=O)c1cc(S(=O)(=O)N2CCOCC2)c(Cl)cc1Cl	55.8
CC(C)CCn1cnc2c(cnn2-c2ccc(F)cc2)c1=O	-4.8
O=C(Nc1ccc(OCC(=O)N2CCC(Cc3ccccc3)CC2)cc1)c1ccco1	3.1
COC(=O)c1ccc(CSc2nnc(Nc3ccc(C)cc3)s2)o1	1.5
Cc1ccn2c(CN3CCOCC3)c(-c3ccccc3)nc2c1	2.9
Cc1nn(-c2ccccc2)c(N)c1Sc1ccccc1[N+](=O)[O-]	0.5
CC1CN(Cc2cc(=O)[nH]c(C(C)C)n2)CC(C)O1 (configuration not stated)	-4.1
CC(C)(C)C(=O)N1CCN(c2ccc([N+](=O)[O-])c(NCC3CCCO3)c2)CC1 (configuration not stated)	-2.2
COC(=O)c1ccc(-n2c(C)ccc2-c2ccccc2)cc1	0.7
CC1Cc2ccccc2N1CC(=O)NC(c1ccccc1)c1ccccc1 (configuration not stated)	4.8
COC(=O)c1cc2ccccn2c2c(C(=O)OC)c(C(=O)OC)cc1-2	-3.1
O=C(CSc1nc2ccccc2n1Cc1ccccc1)N/N=C/c1ccco1	1.3
COc1ccc(C(=O)OCC(=O)NCc2ccco2)cc1S(=O)(=O)N1CCN(c2cccc(Cl)c2)CC1	-3.2
CC1=C/C(=C\c2ccc(Br)o2)C(=O)O1	-0.5
Cc1ccc(OC(=O)c2ccc(S(=O)(=O)N(C)C)cc2)c(-n2nc3ccccc3n2)c1	-2.8
COc1cccc(NC(=S)N/N=C2\CC(C)(C)Oc3ccc(O)cc32)c1	12.6
COC(=O)CNC(c1ccccc1)c1cc(Br)ccc1NC(=O)CCN1CCOCC1 (configuration not stated)	2.7
COc1ccccc1CNC(=O)COC(=O)[C@H](Cc1c[nH]c2ccccc12)NC(=O)c1cccs1	3.2
O=[N+]([O-])c1ccc(-c2cc(-c3ccncc3)nc3ccc4ccccc4c23)cc1	6.6
O=C1C(Oc2ccccc2)C(c2ccc3c(c2)OCO3)N1CCc1ccc(F)cc1 (configuration not stated)	-3.1
COc1ccc(/C=C(/NC(=O)c2cccs2)C(=O)N2CCOCC2)cc1OC	-2.2
Cc1cc(C(=O)CSc2nc(N)cc(=O)[nH]2)c(C)n1-c1cccc(F)c1	16.6
O=C(Cn1nnc(-c2ccccc2NC(=O)c2ccccc2)n1)Nc1ccc2c(c1)OCCO2	-2.9
CC(/C=C/c1ccccc1)=N\Nc1nc(-c2ccccc2)cs1	7.5
O=C(Nc1nnc(SCc2ccccc2Cl)s1)C1COc2ccccc2O1 (configuration not stated)	-8.4
COc1ccccc1NS(=O)(=O)c1cccc(NC(=O)c2ccc3ccccc3n2)c1	-6.1
CCC1(C)NC(=O)N(CC(=O)N2N=C(c3ccccc3)CC2c2ccc(OC)cc2)C1=O (configuration not stated)	-3.5
C=CCn1c(SC(CCO)C(=O)NCc2ccco2)nc2sc3c(c2c1=O)CCC3 (configuration not stated)	-1.6
CC(C)Oc1ccc(C(=O)NNC(=O)c2ccccc2C(=O)O)cc1	8.7
COc1cc(/C=N/Nc2ccc3ccccc3c2)ccc1OC(=O)c1ccco1	2.4
Cc1nn(CCCC(=O)Nc2cc(Oc3ccccc3)cc([N+](=O)[O-])c2)c(C)c1[N+](=O)[O-]	-3.7
CC(/C=N/N1CCN(c2ccccc2)CC1)=C\c1ccccc1	-2.7
Cc1cc(C)c2c(c1)cc(C)c1nnc(SCC(=O)N3CCCc4ccccc43)n12	1.4
COc1ccc(C(=O)CSc2ccc(-c3ccco3)nn2)cc1	1.2
Brc1ccc(-c2csc(NC3=NCCCCC3)n2)cc1	-0.6
Cc1cccn2c(=O)c(C=NCCO)c(NCc3ccco3)nc12	-4.4
CCCn1c(=O)[nH]c(=O)c2c1nc(-c1ccc(OC(F)F)c(OC)c1)n2CCOC	-4.6
Cc1ccc2nc(-c3ccc(NC(=O)COC(=O)c4ccco4)cc3)sc2c1	20.2
COC(=O)Cn1c(=NC(=O)c2cc(OC)cc(OC)c2)sc2cc(OC)ccc21	3.7
CC(=O)Nc1cccc(Oc2ncnc3scc(-c4ccc(C)cc4)c23)c1	-1.1
COc1cccc(CSc2nnc(CSc3nc4nc(C)cc(C)n4n3)s2)c1	-1.8
COCCCNCC(=O)Nc1sc(C)c(C)c1C(=O)OC	-3.4
CCN=C1Sc2nc3ccc(OCC)cc3cc2CN1CCOC	0.5
COc1ccc(C(=O)Nc2scc(-c3ccc(Cl)cc3Cl)c2C(N)=O)cc1	-6.4
CSc1nc(-c2ccccc2)c(-c2ccccc2)[nH]1	2.0
COc1ccc(-c2[nH]c(-c3ccc(C)cc3)nc2SCC(=O)Nc2nccs2)cc1	12.5
CC(C)NC(=O)COc1ccc(S(=O)(=O)N2CCOCC2)cc1	0.3
COc1cc(C2C(C#N)=C(N)OC3=C2C(=O)CCC3)c([N+](=O)[O-])cc1OC (configuration not stated)	1.2
O=C(/C=C/c1ccccc1)N/C(=C/c1ccccc1)C(=O)Nc1ccc(C(=O)O)cc1	3.2
CCNC(=O)/C(=C/c1ccco1)NC(=O)/C=C/c1ccccc1	-2.0
COc1ccc(Cl)cc1NC(=O)C(=O)N/N=C/c1cc(C)n(-c2ccc(C)cc2)c1C	49.7
COc1ccc(/C=C2\SC(=S)N(Cc3cccnc3)C2=O)cc1C	10.4
COC(=O)c1ccc(C(=O)OC)c(NC(=O)CN(C)Cc2ccc(Cl)c(Cl)c2)c1	1.6
COc1ccccc1N(CC(=O)NC(C)C)S(=O)(=O)c1cccs1	5.0
CC(=O)NS(=O)(=O)c1ccc(NC(=S)NC(=O)C(C)C)cc1	-5.3

The list continues.
SMILES	Mac1 fbg enh
O=C(COc1ccc(S(=O)(=O)Nc2ccccc2)cc1)NCc1cccnc1	-1.5
COc1cccc(/C=N/Nc2ccc(S(=O)(=O)O)cc2)c1O	-3.6
O=C(Nc1ccc(OCC(F)(F)C(F)F)c(C(F)(F)F)c1)c1ccccc1O	-9.2
CCOC(=O)c1c(C)[nH]c(C)c1C(=O)COC(=O)c1cc2ccccc2cc1O	-3.7
CC(NC(=S)Nc1c(Cl)cccc1OC(F)F)C(C)(C)C (configuration not stated)	-4.6
Cn1c(=N)n(CC(=O)c2ccc(Br)s2)c2ccccc21	-3.6
O=C1C2C(C(=O)N1/N=C/c1ccco1)C1C=CC2C12CC2 (configuration not stated)	4.6
COC(=O)c1c(NC(=O)COc2ncnc3ccccc23)sc(C)c1C	1.7

Assay outcomes from PubChem.
